High-throughput results as filed in PubChem.
FXN GAA850 act = increases GAA850 frataxin promoter reporter activity; AID 540364; activation, % at 6 µM; actives 0.56% (n = 360,000); HEK293 lucGAA850 FXN promoter luciferase reporter, 24 h; percent of 10 µM SAHA response;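 active = activation above the average of all compounds screened plus 3 SD, cutoff fixed separately per campaign, cut at about 7.5% in these data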;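 also: 0% = DMSO wells and 100% = 10 µM SAHA wells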
DAX1 inh = inhibitors of human orphan nuclear receptor DAX1 (NR0B1); actives 0.99% (n = 340,000); HEK293 Gal4-DAX1 luciferase reporter, luminescence; inhibition, % at 6.75 µM;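 active = inhibition above the mean over all tested compounds plus 3 SD, cut at about 4.2% in these data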;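 also: 0% = DAX1-transfected cells with DMSO and 100% = empty-vector control cells with DMSO; inhibition shows as a rise in luminescence from relieved DAX1 repression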
Target sequence (P51843 207-470 limits assumed): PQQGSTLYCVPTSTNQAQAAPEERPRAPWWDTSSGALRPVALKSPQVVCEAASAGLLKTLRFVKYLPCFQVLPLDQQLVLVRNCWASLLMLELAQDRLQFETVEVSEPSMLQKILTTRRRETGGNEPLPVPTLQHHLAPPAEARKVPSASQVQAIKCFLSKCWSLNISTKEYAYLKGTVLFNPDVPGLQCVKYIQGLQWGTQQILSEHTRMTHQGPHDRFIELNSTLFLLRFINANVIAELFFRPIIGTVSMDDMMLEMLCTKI
Active calls of the source: *.

SMILES | FXN GAA850 act | DAX1 inh
COc1cc(/C=C/C(=O)N2CCN(C(=O)/C=C/c3cc(OC)c(OC)c(OC)c3)CC2)cc(OC)c1OC | 1.2 | 0.2
CC(Sc1nc2ccccc2c(=O)n1C)C(=O)NC1CCCCC1C (stereo unspecified) | 1.7 | -0.4
CCCN1C(=O)/C(=C/c2c(NCCCOC(C)C)nc3c(C)cccn3c2=O)SC1=S | -0.4 | 1.5
COc1ccc(OC)c(-n2cnc3cc(C(=O)NCCCN4CCOCC4)ccc32)c1 | 3.9 | -0.1
O=C(Cn1cnc(S(=O)(=O)N2CCCCC2)c1)N1CCN(c2ccc([N+](=O)[O-])cc2)CC1 | -1.0 | -0.7
COc1ccccc1CNc1ccc(N2CCCCC2)cc1 | -2.3 | -1.4
O=C(Nc1ccc(OC(F)F)c(Cl)c1)c1cccc(OC(F)F)c1 | 0.4 | -0.6
Nc1ccc(C(=O)N2CCN(S(=O)(=O)c3ccc(Cl)cc3)CC2)cc1[N+](=O)[O-] | 2.4 | 0.9
O=C(N[C@H]1C/C=C\C[C@H](CC(=O)N(CCO)Cc2ccccc2)C(=O)N[C@@H](c2ccccc2)COC1=O)OCC1c2ccccc2-c2ccccc21 | 0.1 | -1.0
O=C(C1=C[C@H](C2CCCCC2)C[C@H](OCCCCO)O1)N1CCN(Cc2ccc3c(c2)OCO3)CC1 | 2.4 | -1.4
O=C1c2ccccc2N2C(=O)c3ccccc3C2N1Cc1ccco1 (stereo unspecified) | 1.1 | -1.8
C1=CC2=NC34CCCCC3CC3=C(CCCC3)N4C2=CC1=NC1CCCCC1 (stereo unspecified) | 2.4 | 1.2
Cc1noc(C)c1COc1ccc(C(=O)NNC(=O)c2ccccc2F)cc1 | -4.3 | -1.4
SC(COCc1ccccc1)CN1CCN(Cc2ccc3c(c2)OCO3)CC1 (stereo unspecified) | 0.2 | -0.6
COc1ccc(C2c3ccc4ccccc4c3Oc3ncn(CCO)c(=N)c32)cc1OC (stereo unspecified) | -2.4 | 1.6
Cc1ccc(Cl)cc1NC(=S)N1CCCCCC1 | -1.1 | 0.3
COC(=O)[C@@]1(Cc2ccc(OC)cc2)[C@@H]2C(=CC(=O)[C@H]2CC(=O)C(=O)N2CCCC2)CN1C(=O)c1ccccc1 | -2.8 | -3.0
Cc1ccc(-c2nn(CCC(N)=O)c(=O)c3ccccc23)cc1 | 1.4 | -0.7
COc1ccc(-c2cc(C(=O)N3CCN(c4cccc(C)c4C)CC3)c3ccccc3n2)cc1OC | -0.7 | -1.6
CC(C=NNC(=O)C(=O)NN=CC(C)=Cc1ccccc1)=Cc1ccccc1 | 1.0 | 3.9
CCOc1ccc(-c2nc(C#N)c(NC3CC3)o2)cc1 | 2.0 | 1.4
CN1CCc2c(sc(NC(=O)c3ccc(S(=O)(=O)N4CCCCCC4)cc3)c2C(N)=O)C1 | 2.7 | -0.5
CCN1CC=C2C(C#N)=C(N)C(C#N)(C#N)[C@H](c3ccoc3)[C@H]2C1 | -1.5 | -1.0
COc1ccc(C)cc1NC(=O)C(c1ccccc1)N1CCNC(=O)C1 (stereo unspecified) | -1.0 | 0.5
Cc1ccc2c(=O)cc(C(=O)NCCc3ccc(S(N)(=O)=O)cc3)oc2c1 | 0.9 | -1.4
CCN(CCCNC(=O)C1CCN(S(=O)(=O)c2c(C)[nH]c(=O)[nH]c2=O)CC1)c1cccc(C)c1 | -0.1 | -0.3
CC(NC(=O)c1ccc([N+](=O)[O-])o1)C1CC2CCC1C2 (stereo unspecified) | 0.3 | -0.5
Cc1ccc(/C=C2/Sc3ccccc3N(CC(=O)NCC3CCCO3)C2=O)cc1 (stereo unspecified) | 0.5 | -0.5
Cn1c(=O)c(C(=O)CCl)c(N)n(CC2CC2)c1=O | -1.0 | -1.2
C#CCOCCOCCOCCNc1nc(N2CCN(C(=O)CCCCCCCCCCNC(=O)[C@H]([C@@H](C)CC)n3cc(CCCCCN)nn3)CC2)nc(N2CCN(C(=O)CCCCCCCCCCNC(=O)[C@H](CCCCN)n3cc(CCCC(=O)O)nn3)CC2)n1 | -0.9 | 0.0
CCOc1ccc2nc(N(CCN(C)C)C(=O)/C=C/c3cccs3)sc2c1 | 0.0 | -0.9
Nc1c(C(O)(C(F)(F)F)C(F)(F)F)cc(C(O)(C(F)(F)F)C(F)(F)F)c2ccccc12 | 0.0 | -3.0
Cc1cccc(CS(=O)(=O)c2ncc(Cl)c(C(=O)Nc3nnc(C(C)C)s3)n2)c1 | -12 | -2.3
CCCN(CCC)c1ccc(/C=N/NC(=O)CN2CCOCC2)cc1 | -0.8 | -1.4
C#CCOCCOCCOCCNc1nc(N2CCN(C(=O)[C@H](CCCCN)n3cc([C@@H](N)C(C)CC)nn3)CC2)nc(N2CCN(C(=O)[C@H](Cc3cc4ccccc4[nH]3)n3cc([C@@H](N)C(C)CC)nn3)CC2)n1 (stereo partly specified) | 2.0 | 0.9
NS(=O)(=O)c1ccc(NC(=S)N2CCN(C(=O)C3CCCO3)CC2)cc1 (stereo unspecified) | -0.6 | 1.0
Cc1cccc(C)c1OCC(=O)N(Cc1ccco1)C1CCS(=O)(=O)C1 (stereo unspecified) | -1.1 | 0.5
C#CCOCCOCCOCCNc1nc(N2CCN(C(=O)[C@H](CCC(=O)O)n3cc(C(N)CO)nn3)CC2)nc(N2CCN(C(=O)[C@H](CCC(=O)O)n3cc(C(N)[C@H](C)CC)nn3)CC2)n1 (stereo partly specified) | -1.8 | -0.5
COc1ccc(S(=O)(=O)N(CCc2ccccc2)CC(=O)O)cc1C | 0.1 | -0.8
Cc1ccc2c(c1)[C@H]1[C@H](CO2)[C@H](c2ccccc2)[C@]2(C)C(=O)Nc3cc(Cl)ccc3C(=O)N12 | -11 | 0.9

Retrieved by compound from above, 7 records:
SMILES | FXN GAA850 act | DAX1 inh
CCN(CCCNC(=O)C1CCN(S(=O)(=O)c2c(C)[nH]c(=O)[nH]c2=O)CC1)c1cccc(C)c1 | -0.1 | -0.3
CCOc1ccc2nc(N(CCN(C)C)C(=O)/C=C/c3cccs3)sc2c1 | 0.0 | -0.9
CCCN(CCC)c1ccc(/C=N/NC(=O)CN2CCOCC2)cc1 | -0.8 | -1.4
Cn1c(=O)c(C(=O)CCl)c(N)n(CC2CC2)c1=O | -1.0 | -1.2
Cc1cccc(CS(=O)(=O)c2ncc(Cl)c(C(=O)Nc3nnc(C(C)C)s3)n2)c1 | -12 | -2.3
Cc1ccc2c(c1)[C@H]1[C@H](CO2)[C@H](c2ccccc2)[C@]2(C)C(=O)Nc3cc(Cl)ccc3C(=O)N12 | -11 | 0.9
C#CCOCCOCCOCCNc1nc(N2CCN(C(=O)[C@H](CCCCN)n3cc([C@@H](N)C(C)CC)nn3)CC2)nc(N2CCN(C(=O)[C@H](Cc3cc4ccccc4[nH]3)n3cc([C@@H](N)C(C)CC)nn3)CC2)n1 (stereo partly specified) | 2.0 | 0.9

Carrying on:
SMILES | FXN GAA850 act | DAX1 inh
CCOc1ccc(/C=C/[N+](=O)[O-])c2ccccc12 | -4.9 | -4.2
O=C(CNC(=O)c1ccco1)OCc1ccc(Br)cc1 | -0.3 | -0.1
Cc1cc(C)cc(NC(=O)c2cccc3c2C(=O)N(C2CCCCC2)C3)c1 | -0.2 | 0.4
CCCC(=O)N(CCN1CCOCC1)c1nc2c(C)cccc2s1 | -2.5 | 0.5
COc1cccc(NC(=O)CCNC(=O)c2ccccc2Cl)c1 | 0.9 | -0.1
c1ccc(CN2CCN(c3nc(-c4ccccc4)nc(-n4ccnc4)n3)CC2)cc1 | 0.9 | -1.6
COc1cc(NC(=O)c2cccs2)c(OC)cc1NC(=O)c1cccs1 | 0.6 | -0.2
O=C(CSc1nnc(-c2c[nH]c3ccccc23)o1)N(Cc1ccccc1)c1ccc(F)cc1 | -0.2 | -2.3
NC(=O)[C@H](Cc1cc2ccccc2s1)NC(=O)[C@@H]1CC2(CC(c3cccc(NC(=O)[C@@H]4CCC(=O)N4)c3)=NO2)CN1C(=O)/C=C/c1c(F)cccc1Cl (stereo partly specified) | -0.8 | -0.8
Oc1ccc(-n2nnnc2SCc2ccccc2Br)cc1 | -0.4 | -1.2
Cc1c(CCC(C)C)c(=O)n2c([nH]c3ccccc32)c1C#N | -1.1 | -0.9
CCc1ccc(NC(=O)CN(c2cc(C)cc(C)c2)S(=O)(=O)c2c(C)[nH]c(=O)[nH]c2=O)cc1 | 1.1 | 0.0
COc1ccc(N(C(=O)CCl)C(C)(C(=O)Nc2c(C)cccc2C)c2ccccn2)cc1 (stereo unspecified) | -2.5 | 1.3
CCOC(=O)Cn1c(=N)n(CCOc2ccc(OC)cc2)c2ccccc21 | 0.6 | -0.7
CCOc1ccccc1NC(=O)Cn1[nH]c(=O)c2ccccc2c1=O | -2.6 | -0.6
Cn1ncc2c(O/N=C(\N)c3ccc(C(C)(C)C)cc3)ncnc21 | -8.0 | -6.0
CCOC(=O)C1Oc2ccccc2C(C(=O)OC)=C1C(=O)OC (stereo unspecified) | -2.0 | -0.7
O=C(O)C1Nc2c(Cl)cc(Cl)cc2C2C=CCC12 (stereo unspecified) | 1.2 | 2.4
O=C(CS(=O)(=O)c1ccccc1)c1cc2ccccc2oc1=O | 0.2 | 0.2
C=CCn1c(N2CCCCCC2)nc2c1c(=O)n(C)c(=O)n2C | 0.7 | -1.2
OC(CNCC1CCCO1)COc1ccc(OCC(O)CNCC2CCCO2)cc1 (stereo unspecified) | -1.0 | 0.5
CC(C)(C)OC(=O)N[C@@H](CCCCNC(=O)OCc1ccccc1)c1nnc([C@H](CCCCNC(=O)OCc2ccccc2)NC(=O)OC(C)(C)C)o1 | 0.2 | 0.4
O=C(N/N=C/c1c(O)n(-c2ccccc2Cl)c(=O)c2ccccc12)C1COc2ccccc2O1 (stereo unspecified) | 2.3 | 0.1
COc1ccc2c(c1)[C@H]1[C@H](CO2)[C@H](c2ccccc2)[C@]2(C)C(=O)N(Cc3ccc(C)cc3)CC(=O)N12 | 13* | 1.7
Oc1cccc(Nc2nc(NCC3CCCO3)c3ccccc3n2)c1 (stereo unspecified) | 0.6 | -1.0
C=C1CCC2C(C)(C)[C@H](O)CC[C@@]2(C)[C@@H]1COc1cc(=O)oc2ccccc12 (stereo partly specified) | 2.5 | -1.2
O=C1c2cc(Br)ccc2N(Cc2ccc(Br)cc2)S(=O)(=O)C1c1cc(Cl)c(Cl)cc1[N+](=O)[O-] (stereo unspecified) | 2.6 | 1.5
CC(=O)c1ccc(OCCCCCCCOc2ccc(C(C)=O)cc2)cc1 | 0.3 | -0.4
O=C(O)C1C2C=CC(C2)C1C(=O)Nc1ccc2c(c1)OCCO2 (stereo unspecified) | -14 | -2.2
CCOc1ccc(C2=CC(c3ccccc3)n3ncnc3N2)cc1 (stereo unspecified) | -0.5 | -0.2
CCCCC[C@H](O)/C=C/C1=C(CCCCCCC(=O)O)C(=O)CC1 | 0.9 | 1.3
COc1ccc(-c2noc(CSc3nc(-c4ccccc4)cc(=O)[nH]3)n2)cc1 | 0.6 | 0.2
O=C1[C@H]2[C@@H](c3ccc(Cl)cc3)N3C(=O)N(c4cccc(F)c4)C(=O)[C@@]3(Cc3ccc(Cl)cc3)[C@H]2C(=O)N1C1CCCCC1 | 0.1 | 1.2
CCOC(=O)c1ccc2c(c1)N(C)C(=O)c1ccccc1S2 | -0.2 | -0.1
CCOC(=O)/C(=C/c1ccc(N2CCC(c3ccccc3)=N2)cc1)C(C)=O | -13 | -1.3
CN1C(=O)c2ccccc2C(C(=O)NCCCN2CCCC2)C1c1c[nH]c2ccccc12 (stereo unspecified) | -2.0 | 0.3
COc1cc(OC)c2c(O)c3c(c(-c4c5c(c(O)c6c(OC)cc(OC)cc46)CO[C@@H](C)[C@H]5O)c2c1)[C@H](O)[C@H](C)OC3 | 0.9 | 0.5
CCN(CC)c1ccc2nc3ccccc3[n+](CC)c2c1 | -5.7 | -5.3
N#CC1(NC(=O)COC(=O)c2cc(O)c3ccccc3c2O)CCCCC1 | 1.3 | -0.8
OCc1cc(Br)ccc1OCc1nc2ccccc2s1 | 2.6 | 1.0
Cc1ccc(S(=O)(=O)Nc2ccc3c(c2)CC(=O)N([C@H](C)CO)C[C@@H](C)[C@H](CN(C)Cc2ccc(-c4ccccc4)cc2)O3)cc1 | -1.4 | -0.3
CC(C)(C)NCC(O)(c1ccc(Cl)cc1)c1ccc(Cl)cc1 | -1.8 | -0.7
COc1ccc(-c2[nH]ncc2/C=N\NS(=O)(=O)c2ccc(Cl)cc2)cc1 | 3.3 | 0.5
CCCCN1CC(=O)N2[C@@H]3c4cc(Br)ccc4OC[C@@H]3[C@H](C(=O)OCC)[C@]2(C)C1=O | -1.7 | -0.2
Cc1ccc(C(=O)C(c2ccccc2)N2Cc3ccccc3C2=N)cc1 (stereo unspecified) | 4.3 | -0.6
Cc1nn(C)c(=O)n1-c1ccc(OCc2ccccc2)cc1 | 2.8 | 2.3
CCOC(=O)c1c(C)[nH]c(C2=NNC(=NC3CC3)SC2)c1C | -7.7 | -1.4
NC(=O)CSc1oc(-c2ccco2)nc1S(=O)(=O)c1ccc(Br)cc1 | -0.2 | -0.3
O=C(Nc1ccccc1C(=O)O)c1cc(S(=O)(=O)N2CCCCC2)cs1 | 0.7 | -0.6
CCOC(=O)c1ccc2cccc(C)n2c1=O | 2.8 | 0.6

Only part of the results is shown; the hit share may differ from the screen's.
